Bfl-1 inhibitors – Bfl-1 inhibitors, primary screen, biochemical, fluorescence polarization, FITC-Bid, mouse (AID 432). FITC-Bid BH3 peptide fluorescence polarization displacement; higher % means a stronger effect. displacement, % at 20 µM, or IC50 in µM where a hit was titrated. 0.02% of 64,000 active; in the data active means a potency from the dose series; inactive means the rest, 99 in 100 with displacement below about 15%; further: strong numbers were not always called active
KRASV12 cytotoxicity – cytotoxicity in KRAS-transformed pancreatic duct cells, primary screen, cell-based, fluorescence, HTS (AID 431) | cytotoxicity, % at 10 µM; hits with a dose series show EC50 in µM | HPDE-C7K KRASV12 cells, Alamar Blue viability, 48 h; higher % means a stronger effect | 1.7% of 63,000 active;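 active means compounds whose percent cytotoxicity in the single-dose primary screen, scaled between solvent and toxic-drug controls, exceeds 50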;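 further: 0% = DMSO solvent wells and 100% = doxorubicin-treated wells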
HT1080 cytotoxicity – HT1080 cell viability loss – fluorescence readout (AID 620); HT1080 viability, fluorescence; higher % means a stronger effect; one-dose cytotoxicity, % at 10 µM; EC50 in µM for titrated hits; 0.42% of 87,000 active;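 further: cells exposed to compound overnight then 4 h with Alamar Blue; 0% = vehicle DMSO and 100% = killing control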
HPDE-C7 viability – cytotoxicity in HPDE-C7 cells, cell-based, fluorescence, HTS (AID 430); HPDE-C7 pancreatic duct cells viability, fluorescence; higher % means a stronger effect; cytotoxicity, % at 10 µM, or EC50 in µM where a hit was titrated; 1.8% of 63,000 active;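 further: cells exposed to compound for 48 hours before viability readout; 0% = vehicle and 100% = reference cytotoxic drug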
TNAP inhibition – human TNAP enzyme inhibitors, biochemical, luminescent (AID 518). purified TNAP enzyme, luminescent substrate readout; higher % means a stronger effect. one-dose inhibition, % at 20 µM; IC50 in µM for titrated hits. 0.09% of 64,000 active; in the data active means a potency from the dose series; inactive means the rest, 99 in 100 with inhibition below about 22%;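 further: plate controls were vehicle for no effect and reference inhibitor for full effect; many of its hits are not listed in these tables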
Spn DPM-DC inh – blocks S. pneumoniae diphosphomevalonate decarboxylase; purified DPM-DC, PK/LDH coupled NADH fluorescence; calls only at 10 µM; 0.49% of 65,000 active; AID 556;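 active means the 320 compounds with the highest percent inhibition in the single-dose primary screen, excluding strongly autofluorescent ones, cut at about 32% in these data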;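 further: kinetic rate of NADH fluorescence loss reporting ADP formed by the decarboxylase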
LYP inhibition – LYP phosphatase inhibitors, primary screen, biochemical, DiFMUP fluorescence, recombinant catalytic domain, 10 µM (AID 606); recombinant LYP catalytic domain, DiFMUP fluorescence; higher % means a stronger effect; one-dose inhibition, % at 10 µM; IC50 in µM for titrated hits; 52,000 tested, under 10 active;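 active means IC50 under 40 µM in the dose-response test; inactive means IC50 of 40 µM or more, or never dose-tested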
MK inhibit – blocks S. pneumoniae mevalonate kinase | purified MK, PK/LDH-coupled NADH absorbance 340 nm | inhibition, % at 10 µM | 0.48% of 65,000 active;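 active means ranked among the strongest by inhibition in the single 10 µM screen, a fixed top-ranked set picked for dose follow-up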; further: no value below 0 was filed
PMK inhibit – S. pneumoniae PMK inhibition; purified PMK, PK/LDH-coupled NADH absorbance 340 nm; inhibition, % at 10 µM; 0.49% of 65,000 active;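 active means top-ranked compounds by inhibition in the single 10 µM screen, taking a fixed number of the strongest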;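 further: 0% = full reaction with DMSO carrier and 100% = background rate without enzyme reaction; no value below 0 was filed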
PMK inhibit pilot replicates – second read-out of PMK inhibit, no call of its own (marks repeat the call); inhibition, %; measured here: pilot screen replicates
MK inhibit pilot replicates – also measured in MK inhibit; calls as there; inhibition, %; measured here: pilot screen replicates
Spn DPM-DC inh pilot screen % – second read-out of Spn DPM-DC inh, no call of its own (marks repeat the call); inhibition, %; measured here: pilot screen trials
Numbers without * were called inactive; i = inactive; / = no result given; + = active, no number. Unless noted, no stated cut-off is given here; in the data, active means cytotoxicity above about 50%; inactive means the rest.

SMILES	Bfl-1 inhibitors	KRASV12 cytotoxicity	HT1080 cytotoxicity	HPDE-C7 viability	TNAP inhibition	Spn DPM-DC inh	LYP inhibition	MK inhibit	PMK inhibit	others
O=C(Cc1ccc(-n2cccc2)cc1)N1CCN(c2ccccc2F)CC1	-10.1%	1.2%	28.8%	1.7%	/	i	9.5%	5.0	11.0
CCCn1c(SCC(=O)Nc2cccc(C(=O)OC)c2)nnc1-c1cccnc1	-1.3%	-0.7%	1.0%	-14.7%	13.6%	i	6.3%	6.0	23.0
Cc1cc(=O)oc(C)c1C(=O)N1CCN(C(c2ccccc2)c2ccccc2)CC1	1.4%	/	16.2%	/	2.3%	i	/	10.0	6.0
CS(=O)(=O)N1CCC(C(=O)N2CCC(Cc3ccccc3)CC2)CC1	4.4%	-12.2%	-0.8%	1.2%	6.3%	i	3.9%	5.0	8.0
O=S(=O)(Nc1cccnc1)c1cc(Cl)ccc1Cl	-2.1%	0.3%	-7.2%	-8.2%	35.7%	i	1.8%	7.0	0.0	PMK inhibit pilot replicates=2.5;MK inhibit pilot replicates=0.0;Spn DPM-DC inh pilot screen %=1.0
CCCNC(=O)N1CCN(S(=O)(=O)c2ccc(C)c(C)c2)CC1	-2.0%	-7.1%	4.0%	-23.0%	16.0%	i	2.2%	0.0	3.0	PMK inhibit pilot replicates=1.5;MK inhibit pilot replicates=1.0;Spn DPM-DC inh pilot screen %=0.0
Cc1ccc(S(=O)(=O)Nc2nc3ccccc3nc2NCc2ccco2)cc1C	4.7%	0.3%	4.3%	-2.8%	6.8%	i	/	6.0	11.0
CCCOc1ccc(C(=O)N2CCN(c3ccc(N)cc3Cl)CC2)cc1	0.4%	7.5%	5.6%	7.7%	6.2%	i	12.0%	9.0	0.0
CCOc1ccc(S(=O)(=O)N(CC(=O)N2CCc3ccccc32)Cc2ccco2)cc1	-0.1%	8.8%	2.3%	0.8%	9.9%	i	9.9%	0.0	8.0
COC(=O)c1ccccc1NC(=O)c1ccc2c(c1)OCCO2	-4.2%	11.1%	-5.1%	20.2%	10.2%	i	-2.7%	4.0	2.0
CCOC(=O)c1[nH]c(C)c(/C(O)=C2\C(=O)C(=O)N(CCCN(CC)CC)C2c2cccnc2)c1C (stereo not drawn)	-2.7%	3.9%	29.0%	3.6%	6.8%	i	-2.6%	5.0	0.0
CCC(=O)N1CN(S(=O)(=O)c2ccc(C)cc2)CC1C (stereo not drawn)	-7.6%	11.3%	-1.4%	8.6%	7.0%	i	/	0.0	14.0
COCCn1c(SCc2cccnc2)nnc1-c1c[nH]c2ccccc12	-3.7%	1.3%	5.7%	3.0%	8.2%	i	8.8%	5.0	5.0
Cc1ccc(CCNC(=O)C2CCCN2S(=O)(=O)c2ccc3c(c2)CCC(=O)N3)cc1 (stereo not drawn)	-0.5%	4.2%	3.0%	0.1%	15.8%	i	11.3%	0.0	3.0	PMK inhibit pilot replicates=1.5;MK inhibit pilot replicates=7.0;Spn DPM-DC inh pilot screen %=4.5
CCCOC(=O)c1[nH]c2c(c1C)C(=O)CC(c1cc(OC)c(OC)c(OC)c1)C2 (stereo not drawn)	-1.6%	6.7%	3.5%	-0.7%	21.1%	i	6.2%	7.0	5.0	PMK inhibit pilot replicates=0.5;MK inhibit pilot replicates=1.5;Spn DPM-DC inh pilot screen %=6.0
CCOc1ccc(-c2c(C#N)c(N)nc3c2c(=O)n(C)c(=O)n3C)cc1OC	-6.4%	-3.8%	1.0%	8.5%	8.1%	i	/	11.0	9.0	PMK inhibit pilot replicates=3.0;MK inhibit pilot replicates=0.0;Spn DPM-DC inh pilot screen %=3.5
Cc1ccc(C)n1-c1cccc(N)c1	-0.8%	-14.4%	-2.4%	-8.7%	10.0%	i	/	1.0	4.0
COc1ccccc1NC(=O)NCCCN1CCN(c2cccc(Cl)c2)CC1	6.9%	25.7%	6.6%	12.0%	8.6%	i	0.0%	6.0	3.0	PMK inhibit pilot replicates=0.0;MK inhibit pilot replicates=3.5;Spn DPM-DC inh pilot screen %=0.0
COc1ccccc1-c1cc(C(F)(F)F)nc(N2CCOCC2)n1	-7.8%	-4.5%	-4.7%	-5.9%	3.5%	i	1.3%	9.0	0.0
Cn1cc(Cl)c(C(=O)Nc2cccc(Cl)c2Cl)n1	0.8%	-18.7%	-3.7%	-7.2%	2.5%	i	5.0%	2.0	0.0
O=C(CCCN=C1NS(=O)(=O)c2ccccc21)OCC(=O)N1CCc2ccccc21	-11.6%	-7.0%	1.1%	-2.0%	-0.2%	i	/	0.0	14.0
O=C(Nc1nnc(-c2cccs2)o1)c1cccc(C(F)(F)F)c1	-0.7%	77.3%*	2.7%	78.7%*	18.1%	i	0.8%	0.0	8.0
CC1(C)NC(=O)N(CNc2cc(Cl)ccc2Cl)C1=O	-3.4%	7.5%	-3.5%	3.2%	9.6%	i	9.3%	6.0	15.0	PMK inhibit pilot replicates=3.0;MK inhibit pilot replicates=3.0;Spn DPM-DC inh pilot screen %=0.0
COc1cc2c(cc1OC)C(c1ccccc1O)N(C1CC(=O)N(c3ccccc3)C1=O)CC2 (stereo not drawn)	-3.0%	-12.4%	-1.8%	-7.9%	-7.1%	i	7.0%	10.0	3.0	PMK inhibit pilot replicates=5.0;MK inhibit pilot replicates=0.5;Spn DPM-DC inh pilot screen %=3.0
Cc1cc2c(=O)n(Cc3ccco3)c(SCC(=O)NCc3ccco3)nc2s1	0.3%	-12.9%	-2.9%	0.5%	4.8%	i	-5.7%	6.0	10.0	PMK inhibit pilot replicates=0.0;MK inhibit pilot replicates=0.0;Spn DPM-DC inh pilot screen %=0.0
COC(=O)c1ccc(C(=O)OC)c(NC(=O)c2oc(C)nc2C)c1	-5.9%	3.0%	17.7%	-8.6%	9.8%	i	/	10.0	5.0
c1ccc(-c2nnc(-c3ccccn3)nn2)nc1	-3.3%	8.9%	-6.4%	6.6%	-11.4%	i	8.6%	5.0	0.0
CCc1c(C(=O)Nc2ccc(OC)cc2)[nH]c(C)c1C(C)=O	-4.2%	3.2%	26.4%	-8.6%	7.6%	i	-6.9%	7.0	10.0
O=C(NCCN1CCOCC1)c1cc(=O)[nH]c2ccc(Br)cc12	1.6%	-6.4%	2.5%	-7.2%	7.9%	i	/	1.0	11.0
COc1cccc(/C=N/n2c(CO)nc3ccccc32)c1OC	-6.1%	-4.1%	-8.6%	5.6%	-1.2%	i	/	5.0	10.0
CC(=O)N1CCCc2cc(S(=O)(=O)N(C)Cc3ccccc3)ccc21	1.3%	5.7%	-2.2%	5.6%	3.4%	i	/	14.0	8.0
COc1ccc(CCNC(=O)c2cnn(-c3ccc(C)c(C)c3)c2NC(=O)c2ccco2)cc1OC	-7.5%	0.1%	-1.4%	1.6%	1.7%	i	10.2%	4.0	6.0
O=C(Nc1cccc(S(=O)(=O)C(F)F)c1)c1ccc(S(=O)(=O)N2CCOCC2)cc1	-9.2%	0.9%	0.1%	-2.5%	1.3%	i	6.5%	7.0	6.0
O=C(CCn1c(=O)sc2ccccc21)NCc1ccccc1	4.8%	0.1%	0.0%	9.6%	2.5%	i	-2.5%	8.0	13.0
COc1ccc(CCNC(=O)c2ccc(N3CCCC3=O)cc2)cc1OC	6.1%	-0.1%	-6.7%	-17.7%	4.8%	i	-7.0%	0.0	17.0	PMK inhibit pilot replicates=6.0;MK inhibit pilot replicates=0.5;Spn DPM-DC inh pilot screen %=0.0
C=CCNC(=O)c1c(N)n(-c2ccc3c(c2)OCO3)c2nc3ccccc3nc12	-10.0%	-6.4%	-0.6%	-12.6%	3.6%	i	/	6.0	0.0
COc1cc2c(=O)nc3n(c2cc1OC)C(c1ccccc1)N=C(N)N3 (stereo not drawn)	0.2%	-17.2%	-1.9%	-3.6%	6.8%	i	-13.9%	8.0	16.0	PMK inhibit pilot replicates=0.0;MK inhibit pilot replicates=1.0;Spn DPM-DC inh pilot screen %=11.0
Cc1ccc(C)c2[nH]c(=O)c(CN(CC3CCCO3)C(=O)NC3CCCCC3)cc12 (stereo not drawn)	-0.3%	-2.3%	1.6%	1.8%	7.5%	i	9.4%	5.0	7.0
Cc1ccc(Nc2nc(CSc3nnnn3-c3ccccc3)cc(=O)[nH]2)cc1	-8.2%	23.4%	0.5%	12.0%	-13.0%	i	7.5%	6.0	9.0
CCN(CC)c1nc2ccccc2n2cnnc12	-14.0%	5.1%	-1.0%	-11.6%	3.4%	+	/	3.0	18.0
Cc1cc(C)cc(OCc2ccc(C(=O)O)o2)c1	-0.3%	-1.7%	-7.7%	-6.1%	0.1%	i	0.9%	7.0	9.0
COc1ccc(N(CN2C(=O)c3ccccc3C2=O)C(=O)C(C)C)cc1	0.2%	5.7%	-5.5%	-10.9%	7.4%	i	/	7.0	4.0
CCOC(=O)N1CCC(NC(=O)C2CCN(Cc3nc(-c4ccc(CC)cc4)oc3C)CC2)CC1	-4.9%	-0.7%	-4.5%	-3.7%	-0.8%	i	/	5.0	0.0
C#Cc1ccc(C(=O)Nc2cc(C(N)=O)ccc2N2CCOCC2)cc1	1.4%	-19.0%	10.0%	-8.5%	2.9%	i	-7.9%	5.0	4.0
Cc1ccccc1-c1nnc2s/c(=C\c3ccc(N(C)C)cc3)c(=O)n12	-12.1%	3.5%	1.7%	2.2%	22.0%	i	/	5.0	9.0
Cc1cc(C)c(C)c(OCc2nc(-c3cccnc3)no2)c1	-7.1%	2.8%	2.3%	-0.5%	4.2%	i	3.0%	4.0	0.0
COc1ccc(C2CC(c3ccccc3Cl)Nc3ncnn32)cc1OC (stereo not drawn)	-0.2%	-4.5%	-5.8%	-0.8%	8.7%	i	/	0.0	17.0
O=S(NCc1ccccc1)C12CC3CC(CC(C3)C1)C2 (stereo not drawn)	-1.9%	2.7%	0.3%	-5.9%	5.3%	i	-3.4%	5.0	4.0
O=C(O)CSc1nc2c(c(=O)[nH]1)CCCC2	-2.3%	-3.5%	14.5%	-6.7%	6.2%	i	15.6%	3.0	14.0
N#CC1=C(N)Oc2n[nH]c(-c3cccs3)c2C1c1cccnc1 (stereo not drawn)	0.4%	-4.2%	-8.8%	-4.4%	2.5%	i	14.7%	2.0	9.0
Cc1ccc2nc3c(cc(C#N)c(=O)n3-c3nccs3)c(=O)n2c1	2.7%	-22.3%	-0.4%	-22.3%	9.0%	/	-2.5%	8.0	9.0
Cc1cc(Cl)c(S(=O)(=O)NC2CCCCC2)cc1OCC(=O)Nc1nncs1	-1.8%	1.0%	-1.6%	4.7%	11.3%	i	/	6.0	9.0	PMK inhibit pilot replicates=1.5;MK inhibit pilot replicates=1.0;Spn DPM-DC inh pilot screen %=2.0
COc1ccc(-n2c(O)c(C=NC3CC3)c(=O)[nH]c2=O)cc1	-0.1%	-15.4%	27.0%	-11.6%	10.1%	i	3.8%	5.0	0.0

Screens from PubChem BioAssay.
